Screening results as filed in PubChem.
MC4R barr agon: MC4R agonists recruiting beta-arrestin, primary screen, cell-based, luminescence, agonist arm of biased-ligand search | U2OS MC4R beta-arrestin complementation; percent of melanotan II response, DMSO zero | AID 540308, 2011 | activation, % at 8.9 µM | 360,000 compounds, 0.98% hits;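 active means activation above a per-plate cutoff, the mean activation of sample wells on that plate plus 3 SD, cut at about 8% in these data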
Target sequence (P32245 whole entry, looked up): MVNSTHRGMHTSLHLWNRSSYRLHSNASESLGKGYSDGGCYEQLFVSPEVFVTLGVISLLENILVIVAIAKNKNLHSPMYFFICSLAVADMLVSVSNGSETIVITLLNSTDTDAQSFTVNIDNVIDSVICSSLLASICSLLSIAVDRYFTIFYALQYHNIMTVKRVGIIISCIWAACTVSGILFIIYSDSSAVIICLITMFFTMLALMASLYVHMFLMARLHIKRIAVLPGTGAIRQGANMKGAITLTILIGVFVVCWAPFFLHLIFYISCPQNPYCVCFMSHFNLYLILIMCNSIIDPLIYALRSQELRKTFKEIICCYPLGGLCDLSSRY
SRC1 inh: SRC1 coactivator transcriptional activity inhibitors, primary screen, cell-based, luminescence; AID 588354, 2011; 360,000 compounds, 0.12% hits; inhibition, % at 3.6 µM; HEK293 GAL4-SRC1 luciferase reporter; Nuclear receptor coactivator 1 (Homo sapiens), Q15788;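 active means inhibition above the campaign mean plus 3 SD, with each screening campaign given its own cutoff, cut at about 60% in these data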;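 further: 0% = DMSO treated cells and 100% = gossypol at 36 µM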
COUP-TFII inh: NR2F2 transcriptional activity inhibitors, primary screen, cell-based, luciferase reporter, HEK293T, luminescence. COUP transcription factor 2 (Homo sapiens), P24468. inhibition, % at 8.6 µM. HEK293T NGFI-A luciferase reporter. 370,000 compounds, 0.7% hits;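 active means inhibition above a per-plate cutoff, mean inhibition of test wells between control levels plus 3 SD, cut at about 38% in these data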;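 further: cells cotransfected with COUP-TFII expression vector driving the NGFI-A reporter; 0% = median of COUP-TF2 test wells and 100% = reporter-only cells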
Target sequence (P24468 whole entry, looked up): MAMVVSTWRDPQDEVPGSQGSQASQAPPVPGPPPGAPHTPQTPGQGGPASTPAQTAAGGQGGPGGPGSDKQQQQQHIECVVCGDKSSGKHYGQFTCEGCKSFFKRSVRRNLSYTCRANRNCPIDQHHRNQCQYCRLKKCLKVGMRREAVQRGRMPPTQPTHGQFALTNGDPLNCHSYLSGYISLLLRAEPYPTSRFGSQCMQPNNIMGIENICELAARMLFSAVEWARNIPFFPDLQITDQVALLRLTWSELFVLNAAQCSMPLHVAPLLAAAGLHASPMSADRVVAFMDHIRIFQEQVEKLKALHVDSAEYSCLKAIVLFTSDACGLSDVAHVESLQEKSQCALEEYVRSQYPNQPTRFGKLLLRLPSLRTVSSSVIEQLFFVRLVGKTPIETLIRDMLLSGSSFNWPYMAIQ
SRC2 inh: inhibition of GAL4-SRC2 driven luciferase reporter, primary screen, SRC2 inhibitor project, cell-based, luminescence | Nuclear receptor coactivator 2 (Homo sapiens), Q15596 | HEK293 GAL4-SRC2 luciferase reporter | inhibition, % at 9 µM | 370,000 compounds, 0.17% hits | AID 651957, 2012;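 active means inhibition above the mean inhibition of all tested compounds plus 3 SD, set per campaign, cut at about 52% in these data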;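 further: 0% = DMSO treated cells and 100% = cells given Gossypol at 36 µM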
TLR9-MyD88 block: inhibitors of TLR9-MyD88 association in cells, primary screen, cell-based, CHO, BLA complementation, fluorescence; Toll-like receptor 9 (Homo sapiens) + Myeloid differentiation primary response protein …; 340,000 compounds, 0.21% hits; CCF4 FRET ratio; inhibition, % at 4.98 µM;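 active means inhibition above the mean over all tested compounds plus 3 SD, cut at about 21% in these data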;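 further: 0% = DMSO only wells and 100% = clavulanate BLA inhibitor control wells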
MC4R antagonist: MC4R antagonists of cAMP signaling, primary screen, cell-based, TR-FRET, antagonist arm of biased-ligand search. 360,000 compounds, 0.48% hits. inhibition, % at 6.5 µM. MC4R-expressing cells, MTII-stimulated cAMP, LANCE TR-FRET. AID 540295, 2011. Melanocortin receptor 4 (Homo sapiens), P32245;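 active means inhibition above its plate's cutoff, the mean of tested wells on that plate plus 3 SD, cut at about 29% in these data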;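 further: 0% = Melanotan II alone and 100% = Melanotan II plus saturating MCL0020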
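System: U2OS-MC4R stable cell line; Technique: Eu-cAMP/anti-cAMP TR-FRET, emission 671 nm; Repeats: single well per compound; Also added: Melanotan II; Dosing: one concentration, 6.5 µM nominal; Schedule: 30-min compound, 1-h challenge, 1-h detection, room temperature.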
LRH-1 inv ag: LRH-1 (NR5A2) inverse agonists, primary screen, cell-based, luminescence, HEK293T, StAR-luciferase reporter. inhibition, % at 3.6 µM. LRH-1 transfected, 24 h. 360,000 compounds, 0.13% hits. Nuclear receptor subfamily 5 group A member 2 (Homo sapiens), O00482. AID 602396, 2012;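 active means inhibition above the mean inhibition of all tested compounds plus 3 SD, cut at about 73% in these data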;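 further: 0% = DMSO wells and 100% = reporter-only cells lacking LRH-1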
ABHD5-PLIN5 inh: ABHD5-PLIN5 interaction inhibitors, primary screen, cell lysate, split luciferase complementation, luminescence; inhibition, % at 4 µM; Split G. princeps luciferase complementation, 4 h; 360,000 compounds, 0.78% hits; AID 602281, 2012;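 active means inhibition above the mean inhibition across every tested compound plus 3 SD, cut at about 22% in these data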;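 further: 0% = DMSO only wells and the 100% control is not disclosed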
LMP1 NFkB inh: EBV LMP1-driven NF-kappaB luciferase reporter inhibitors, primary screen, cell-based, luminescence, single point | 350,000 compounds, 0.69% hits | LMP1-induced NF-kappaB luciferase reporter cells | inhibition, % at 12.5 µM; in the data active means inhibition above about 41%;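 further: 0% = neutral control wells and 100% = reference inhibitor control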
NCOA3 inh: SRC3 coactivator transcriptional activity inhibitors, primary screen, cell-based, luminescence | Nuclear receptor coactivator 3 (Homo sapiens), Q9Y6Q9 | HEK293 GAL4-SRC3 luciferase reporter | inhibition, % at 3.6 µM | 360,000 compounds, 0.17% hits | AID 588352, 2011;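 active means inhibition above a per-campaign cutoff, the mean of all compounds plus 3 SD, cut at about 60% in these data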;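 further: 0% = DMSO-treated cells and 100% = gossypol-treated cells at 36 µM; higher means less SRC3-driven luciferase light from the GAL4 reporter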
NOD2 RIPK2 PPI: NOD2-RIPK2 binding disruptors in cells, primary screen, fluorescence, CHO cells, BLA complementation; Receptor-interacting serine/threonine-protein kinase 2 (Homo sapiens), O43353; CCF4 ratio; inhibition, % at 4.98 µM; 360,000 compounds, 0.38% hits; in the data active means inhibition above about 21%;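 further: 0% = vehicle only and 100% = reference blocker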
* hit, by the source's call; x = not tested or not shown.

SMILES	MC4R barr agon	SRC1 inh	COUP-TFII inh	SRC2 inh	TLR9-MyD88 block	MC4R antagonist	LRH-1 inv ag	ABHD5-PLIN5 inh	LMP1 NFkB inh	NCOA3 inh	NOD2 RIPK2 PPI
CC(=O)NCCn1c(SCC(=O)Nc2ccc(C)cc2)nc2ccccc2c1=O	-3.5	-1.9	3.1	0.0	6.1	-3.4	-2.6	-2.0	1.3	13.6	-6.1
O=C1CCC2c3ccc4ccccc4c3CCN12 (stereo unspecified)	-0.7	-11.3	1.9	-12.6	0.2	3.1	4.8	-1.2	2.0	-2.6	0.2
COc1ccccc1-c1nnc(NC(=O)c2ccc3c(c2)OCO3)s1	-1.6	-1.5	6.9	-6.6	1.1	-1.0	-6.6	-4.5	-8.1	-7.7	-5.4
CC(C)[C@@H](CO)NS(=O)(=O)c1ccc(Br)cc1F	-1.0	5.9	-2.9	-25.6	1.4	-5.5	17.3	0.0	-3.3	8.7	7.3
CCOc1ccc(C(CC(=O)O)NC(=O)COc2ccccc2)cc1 (stereo unspecified)	-0.8	1.5	-1.3	4.3	-0.2	0.7	9.5	-5.3	-2.1	15.4	-5.7
N#CCCN(C(=O)COC(=O)CSc1ccc(Cl)cc1)c1ccccc1	-0.1	-9.7	4.2	2.8	-3.9	5.4	3.1	-3.6	-2.2	7.7	-9.7
CSC(=Nc1ccc(Cl)cc1)N[n+]1ccccc1	-4.1	3.6	-2.1	17.4	-2.1	4.5	-11.9	-3.2	10.1	5.5	-5.1
Cc1ccc2nc(C)cc(C(=O)N3CCCC(N4CCN(c5ccccc5C)CC4)C3)c2c1 (stereo unspecified)	-1.3	-35.1	8.6	-27.8	2.7	6.8	0.3	-1.0	4.2	10.1	10.7
CCC(C(=O)NCc1ccccc1OC)n1nc(C)n2c(cc3occc32)c1=O (stereo unspecified)	-1.6	-0.3	4.3	-7.5	-4.4	1.3	-3.5	-0.5	-2.0	4.4	-8.4
COC(=O)c1ccccc1CC1SC(N)=NC1=O (stereo unspecified)	-1.3	12.0	2.5	-14.9	5.7	5.8	6.8	1.3	-6.6	-12.2	-13.6
COCCC(=O)N1CCC(Oc2ccc(C(=O)NC3Cc4ccccc4C3)cc2)CC1	-2.7	-0.6	-8.0	18.2	7.9	15.1	7.2	-2.9	4.2	-13.0	-8.1
Cc1nc2ccc(Cl)cc2c(-c2ccccc2Cl)c1CC(=O)O	-1.0	15.6	-0.7	3.8	-12.7	-0.1	37.3	10.8	2.5	22.1	-17.2
CC(C)(C)NC(=O)CSCc1ccc(Br)cc1	2.6	-7.9	-2.0	6.3	-6.0	4.1	-20.6	-3.9	-2.6	-5.2	3.9
CCCCN1C=CC(=C2C(=O)c3ccccc3C2=O)C=C1	-0.5	43.6	79.8*	75.7*	-1.6	15.1	-8.9	3.9	75.0*	59.8	-3.7
Cc1ccc(N(C(=O)CNC(=O)c2ccco2)C(C(=O)NCC2CCCO2)c2ccccc2)cc1C (stereo unspecified)	0.6	-11.5	11.2	2.1	3.3	5.6	1.9	-1.9	6.6	-0.6	-6.0
O=C(CCNC(=O)c1ccccc1)OCC(=O)c1ccccc1	-0.7	-11.9	-2.2	-15.2	13.3	6.9	2.4	5.8	1.0	7.8	-12.7
CN(C)CC1CCCCC1OC(=O)c1ccc(Cl)cc1 (stereo unspecified)	0.0	3.0	-17.2	-15.4	-3.0	1.8	-5.4	1.5	2.7	12.4	-3.9
COc1ccc2nc3ccccc3[n+]([O-])c2c1	-1.3	-72.7	-24.4	-49.5	-8.9	-22.3	-34.0	-9.9	-11.5	-62.5	11.4
COc1cc(CNC2CCCCCCC2)c(Br)cc1OCCO	-0.3	2.7	5.3	-0.5	-9.2	-2.8	-1.4	3.4	1.7	0.5	-7.3
COc1ccc(NC(=O)N(C)C[C@H]2Oc3c(NC(=O)c4ccncc4)cccc3C(=O)N([C@H](C)CO)C[C@@H]2C)cc1	0.4	-5.0	-11.8	3.9	-2.4	-7.8	-6.0	2.4	-4.7	-7.7	5.3
O=C(Nc1cccc(C(=O)O)c1)/C(=C\c1ccccc1)NC(=O)c1ccc(Br)o1	-0.9	-8.9	-4.8	6.2	-5.5	2.3	-10.1	10.4	-7.5	-12.2	4.8
CC1CCN(S(=O)(=O)c2ccc(C(C)C)cc2)CC1	0.9	0.3	1.2	-47.4	4.7	7.5	9.8	10.1	4.3	2.0	12.5
O=C(O)c1ccc(CN2C[C@@H](CO)O[C@@H](n3cnc4c(N5CCOCC5)ncnc43)C2)cc1	0.4	-1.3	-8.7	6.8	x	17.2	-14.5	-6.9	x	-7.4	-7.4
O=C(COC(=O)c1cc(Cl)ccc1[N+](=O)[O-])NCc1ccc(Cl)cc1Cl	-1.0	-0.7	9.3	8.6	-1.2	2.6	0.8	-1.3	-5.9	20.9	-1.9
Cc1c(C(=O)NN2CCOCC2)cccc1[N+](=O)[O-]	-1.8	14.3	-0.4	-19.3	8.0	3.1	0.3	1.8	3.6	-1.9	2.9
SMILES	MC4R barr agon	SRC1 inh	COUP-TFII inh	SRC2 inh	TLR9-MyD88 block	MC4R antagonist	LRH-1 inv ag	ABHD5-PLIN5 inh	LMP1 NFkB inh	NCOA3 inh	NOD2 RIPK2 PPI
Cc1cccc(N(C)S(=O)(=O)c2ccc3c(c2)NC(=O)CC(=O)N3)c1	0.1	2.4	11.6	5.0	1.2	5.2	2.8	-4.5	-11.5	8.8	-4.7
CN1CCN(C2CN(Cc3ccccc3)S(=O)(=O)C2)CC1 (stereo unspecified)	x	-0.6	-4.3	8.1	x	x	-5.4	5.9	x	-14.5	11.6
COc1ccc(-c2csc(/C(C#N)=C(\O)CSc3nccn3C)n2)cc1OC	-2.2	-0.8	-3.0	-8.6	-2.6	8.9	8.0	-9.6	2.4	-7.2	-5.8
COC(=O)c1sccc1NC(=O)C1CC2CCC1C2 (stereo unspecified)	0.4	-26.3	-4.3	-7.0	-1.4	-4.2	-0.8	-2.6	12.2	3.9	7.8
CNS(=O)(=O)c1cc(C(=O)NCc2ccco2)ccc1Cl	-0.2	-0.2	14.5	-7.0	2.1	0.3	3.3	8.0	7.2	28.4	-13.9
N#CCCN(C(=O)CSc1n[nH]c(=O)[nH]c1=O)c1ccccc1	-2.1	5.7	6.0	-21.2	-2.4	5.7	22.1	4.0	1.0	-11.9	-10.4
Cc1ccc2oc(C(=O)N(Cc3ccc(N(C)C)cc3)C3CCS(=O)(=O)C3)c(C)c2c1 (stereo unspecified)	-3.4	0.4	-12.9	-19.5	-3.2	6.8	8.9	-1.4	2.6	9.4	-5.1
Cc1cc(O)c(-c2n[nH]c3c2C(c2cccc(O)c2)N(Cc2cccnc2)C3=O)cc1Cl (stereo unspecified)	-1.6	9.4	-0.5	-5.6	1.5	2.9	3.6	0.2	3.4	-13.8	9.5
CC(NC(=S)Nc1cccc(F)c1)C(c1cccs1)N1CCOCC1 (stereo unspecified)	-1.5	3.5	13.7	-6.7	-7.0	19.1	9.8	-1.8	4.8	-11.0	-1.7
Cc1ccc(NS(=O)(=O)c2ccc(-n3cccn3)cc2)cc1C	9.4*	12.2	0.7	-2.4	2.2	10.5	-9.5	-10.7	5.5	7.2	-4.2
CCN(CC)c1ccc(/C=N/N=C(c2ccccc2)c2ccccc2)c(O)c1	1.4	14.9	-0.7	-15.6	-4.6	1.3	-17.4	-5.9	-6.1	4.7	-5.0
CCN(CC)S(=O)(=O)c1cccc(C(=O)NC2=NCCS2)c1	-2.4	-0.8	2.4	-7.0	-12.5	5.2	3.1	2.4	0.2	-4.2	-6.5
COc1cccc(CNC(=O)COC(=O)c2cc(Br)c(Br)s2)c1	6.2	1.5	-3.0	-16.7	9.2	15.6	7.2	-4.4	0.7	7.0	-0.7
O=[N+]([O-])c1ccccc1/C=C/CN1CCN(Cc2ccc3c(c2)OCO3)CC1	1.1	-9.2	-2.6	-16.1	-10.1	-1.3	11.4	2.5	-3.7	6.1	-19.5
Cc1cc(C)n(-c2ncccc2[N+](=O)[O-])n1	-0.5	8.8	0.0	-2.1	-8.2	7.7	26.8	-2.7	3.2	22.5	5.7
CCCCC(O)(CCN1CCOCC1)c1ccc(Cl)cc1 (stereo unspecified)	2.3	16.4	x	x	-6.7	14.8	27.2	0.1	-3.6	12.0	4.3
Fc1ccccc1NC(=S)NCCc1ccc(Cl)cc1	-6.0	-73.1	-29.8	-85.7	1.9	6.5	-46.2	-10.3	-44.4	-50.9	-4.0
OCCNc1nc(-c2ccccc2)c2ccccc2n1	5.1	-3.6	10.4	12.5	2.9	-11.8	-25.7	6.5	-10.8	-24.0	-10.4
O=C1c2cccc(OCC(=O)N3CCCc4ccccc43)c2CCN1Cc1ccc(F)cc1	-1.6	1.5	17.1	6.1	-3.8	6.2	2.8	-5.3	-11.3	7.3	14.5
CCOc1ccc(C(=O)NCC(=O)Nc2ccc(N3CCOCC3)cc2)cc1OCC	-2.1	-50.0	-10.0	-54.2	9.1	-2.4	-26.8	7.9	-2.4	-23.4	1.9
O=C(Nc1cc(=O)[nH]c2ncnn12)c1ccccc1Cl	-2.3	4.7	-10.9	-27.0	5.2	-4.2	13.0	0.8	2.3	-10.0	7.2
COc1ccc(Cl)cc1NC(=O)CN(C)C(=O)CCSc1ccc(C)cc1	1.6	-23.2	15.6	-4.0	-9.4	1.1	17.9	-7.2	-6.3	-7.5	3.7
COc1ccc(-n2cc(C#N)c(=O)n(Cc3ccc(F)cc3)c2=O)cc1	-1.4	-4.4	-15.1	12.7	-4.0	0.2	19.9	-0.7	-11.3	9.4	2.0
Cc1ccc(NC(=O)c2cc(C(=O)Nc3ccc(C)cc3)n(C)n2)cc1	0.5	17.2	-3.6	-14.8	8.4	12.6	6.5	-0.8	-0.8	23.8	4.8
CCCNc1c(NS(=O)(=O)c2ccc(C3CCCCC3)cc2)c(=O)oc2ccccc12	-2.1	-27.8	x	x	-1.4	4.3	13.7	-1.1	1.9	9.3	-4.6

A portion of the library, so the mix of outcomes need not match the whole.
